Assay outcomes from PubChem BioAssay.
AI-2 QS modul – modulators of Vibrio harveyi AI-2 quorum sensing system. Vibrio harveyi JMH597 AI-2 luminescence/OD600 ratio, 9 h; stronger effect = lower value; strain lacks LuxN and CqsS sensors; 0 = neutral-control median. activity change, % at 7.5 µM. actives 0.4% (n = 300,000). AID 2094; in the data active = activity change below about -75%, passing the limit was not always enough; inconclusive = no clear call, values can overlap the other calls;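 also: luminescence divided by OD600 gain over 9 h not by final OD600 alone; inactives centre near 13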
HIF activator – HIF pathway transcriptional activation | activation, % at 7.5 µM (by protocol) | actives 0.32% (n = 300,000) | U2OS HRE-luciferase reporter, luminescence; normalized: DMSO 0%, desferrioxamine 100%;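 active = mean activation of at least 10% of the iron chelator positive control signal, with at least half of replicates also reaching 10%; inconclusive = mean and replicate majority disagree about reaching 10%; inactive = mean and most replicates under 10%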
aSyn UTR inh – 5' untranslated region of α-synuclein, MLPCN primary screen. alpha-synuclein 5'UTR reporter, inhibitor activity. actives 0.82% (n = 300,000). AID 1813. inhibition, % (tested at 7.5 µM); in the data active = inhibition above about 60%; inconclusive = no clear call, values can overlap the other calls;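 also: H4 neuroglioblastoma cells stably carrying SNCA 5'UTR luciferase fusion; 0% = DMSO wells and 100% = positive control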
HSP90 refold inh – blocks HSP90-mediated luciferase refolding in reticulocyte lysate. actives 0.91% (n = 290,000). inhibition, % at 5.6 µM. AID 1789. Rabbit reticulocyte lysate, luciferase refolding luminescence, 3 h;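 active = inhibition above the screen-wide mean plus 3 SD, computed separately per campaign, cut at about 16% in these data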;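 also: 0% = DMSO wells and 100% = 60 µM geldanamycin wells; inhibitors lower the luminescence because luciferase stays unfolded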
HSF-1 act – increases HSF-1 driven luciferase reporter signal; NIH3T3-HGL HSF-1 luciferase reporter, MG132, 8 h; 100% = twice DMSO control signal; actives 1.7% (n = 300,000); activation, % at 9 µM; AID 504408;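 active = mean replicate activation of at least 50% with a set share of replicates each reaching 50%; inconclusive = only one of those two conditions met; inactive = mean below 50% and too few replicates reaching it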;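 also: 0% = median of the neutral control wells and 100% = twice that signal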
KLF5 inh – inhibitors of KLF5 expression; AID 1700; actives 0.23% (n = 290,000); DLD-1 KLF5 promoter-luciferase reporter, luminescence; inhibition, % at 5 µM;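 active = inhibition above a per-plate limit of that plate's mean compound inhibition plus 3 SD, cut at about 60% in these data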;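 also: 0% = DMSO wells and 100% = LY294002 at 200 µM; higher means less KLF5 promoter-driven luciferase light; inactives centre near -14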
IEC-6 tox – IEC-6 cytotoxicity, counter-screen for KLF5 inhibitors. actives 0.78% (n = 290,000). luminescence viability. inhibition, % at 5 µM; in the data active = inhibition above about 22%;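 also: 0% = plate median of test compound wells and 100% = cytotoxic reference compound wells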
HSF1 inh – HSF1 inhibition | NIH3T3-HGL HSE-luciferase, MG132-induced, luminescence 8 h; stronger effect = lower value | activity change, negative = inhibition, % at 7.5 µM (by protocol) | actives 0.77% (n = 300,000) | AID 2098;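 active = more than half of replicate wells show activity change below -50%, luminescence cut by over half; inconclusive = some wells, but at most half, below -50%; inactive = no replicate well below -50%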;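 also: luciferase reports HSF-1 transcriptional activity via heat shock element; 0% = median of DMSO wells and -100% = zero luminescence signal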
Platelet DG rel – modulates dense granule release in human platelets; human platelet-rich plasma, SFLLRN dense granule ATP release, luminescence; inhibition, %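 (compounds screened at 7.5 µM in platelet-rich plasma)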; actives 0.22% (n = 300,000); AID 1663;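 active = mean replicate score, as percent of positive control, at or above 50; inconclusive = mean below 50 but at least one replicate at or above 50; inactive = mean and every replicate below 50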
HDAC3 inh – inhibitors of human histone deacetylase 3. O15379. inhibition, % at 8.3 µM. recombinant HDAC3, fluorogenic peptide/trypsin coupled, fluorescence. actives 0.15% (n = 320,000); in the data active = inhibition above about 26%, passing the limit was not always enough; inconclusive = no clear call, values can overlap the other calls
Target sequence (O15379 whole entry, looked up): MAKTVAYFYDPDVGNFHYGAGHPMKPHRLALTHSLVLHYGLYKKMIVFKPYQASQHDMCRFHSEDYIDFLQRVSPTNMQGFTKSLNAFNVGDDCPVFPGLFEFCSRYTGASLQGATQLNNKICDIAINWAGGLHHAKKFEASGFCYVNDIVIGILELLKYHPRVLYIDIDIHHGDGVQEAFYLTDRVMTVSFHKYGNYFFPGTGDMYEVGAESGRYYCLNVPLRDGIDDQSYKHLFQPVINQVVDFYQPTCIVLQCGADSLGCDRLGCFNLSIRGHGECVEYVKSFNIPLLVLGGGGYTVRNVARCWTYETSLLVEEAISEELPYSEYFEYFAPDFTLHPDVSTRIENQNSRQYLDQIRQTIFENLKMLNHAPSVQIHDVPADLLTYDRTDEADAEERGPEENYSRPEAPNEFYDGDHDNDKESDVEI
Starred values were filed as active, the others as inactive; ? = inconclusive; . = not tested or not shown.

SMILES	AI-2 QS modul	HIF activator	aSyn UTR inh	HSP90 refold inh	HSF-1 act	KLF5 inh	IEC-6 tox	HSF1 inh	Platelet DG rel	HDAC3 inh
COc1cc(C(=O)OCC(=O)Nc2cc(C)on2)cc(OC)c1OC	18.7	0.0	23.3	1.5	-7.1	-9.8	9.6	-3.8	-2.6	-4.0
CCOc1ccc(NC(=O)C(=O)N/N=C/c2ccccc2F)cc1	26.2	-0.2	-5.6	-0.4	1.5	-4.8	-0.8	-10.7	-1.6	-7.8
CCOCCCN(Cc1ccco1)C(=O)c1cc2c(=O)[nH]c3ccc(C)cc3c2s1	23.3	-0.1	-13.6	0.5	10.8	-25.6	-0.6	5.4	4.2	-11.4
CCc1nnc(N/N=C/c2ccc(-c3ccc([N+](=O)[O-])cc3)o2)n1N	16.4	0.0	-13.2	35.9*	48.9	-16.2	9.8	35.9	1.7	6.0
Cn1cc([N+](=O)[O-])c(C(=O)Nc2ccc3nc(-c4ccccc4)[nH]c3c2)n1	24.1	1.3	-36.4	-0.7	2.7	-40.6	-2.0	-8.0	-5.9	2.3
O=C(NNC(=O)C12CC3CC(CC(C3)C1)C2)c1cccc(O)c1	14.5	-0.6	37.4	-4.6	41.5	-18.0	4.6	13.1	1.5	-0.9
COC(=O)Nc1nnc(COc2cccc(C)c2)s1	-71.6	0.0	-6.0	-0.6	-0.6	-46.4	7.9	2.0	-1.4	0.9
Cn1cccc1/C=N/n1c(-c2ccco2)n[nH]c1=S	26.5	-0.3	-27.9	1.9	5.7	2.7	-0.1	-5.2	0.7	6.4
COCCn1c(CCC(=O)O)ccc1-c1cccs1	4.9	0.3	8.4	4.0	12.4	-4.6	3.7	5.1	1.8	-4.1
O=C(Nc1nnc(-c2ccccc2)o1)c1cc(-c2cccs2)nc2ccccc12	67.6	0.1	-28.9	2.6	2.4	-3.3	-3.1	0.1	-16.1	1.7
CCOc1ccccc1NC(=O)c1cccc(NC(=O)CC(c2ccccc2)c2ccccc2)c1	16.7	-0.3	43.5	-2.0	-4.4	-11.3	-2.0	0.4	-11.6	1.3
CSc1nc2ccc(NC(=O)NC(=O)c3c(F)cccc3F)cc2s1	21.7	1.1	-124.7	2.2	36.9	-20.5	0.6	4.3	-1.3	-7.4
O=C1C(=O)c2ccccc2C(O)=C1c1ccccc1F	23.0	0.3	-0.6	1.0	-8.9	0.6	5.1	-2.2	12.2	1.6
Cc1ccc2c(c1)NCC(C(=O)NCc1ccccc1)O2 (stereo not drawn)	6.6	-0.2	8.8	4.9	13.9	-8.1	-6.0	2.6	23.1	1.8
CCn1cc([N+](=O)[O-])c(C(=O)N2CCN(C(=O)c3ccco3)CC2)n1	6.4	-2.2	6.6	-0.6	1.8	3.6	2.7	-9.1	5.9	-2.6
O=c1cc(N2CCCCC2)c(-c2ccccc2)nn1Cc1cccc(Cl)c1	24.9	0.5	-4.8	6.1	23.1	-27.9	3.7	14.9	2.7	5.3
CCOC(=O)CNC(=O)CN1CCCN(S(=O)(=O)c2ccc(Br)s2)CC1	.	.	.	5.2	.	-16.7	1.9	.	.	2.1
COc1ccc([N+](=O)[O-])cc1N(CC(O)CN(CC(C)C)CC(C)C)S(=O)(=O)c1ccccc1 (stereo not drawn)	16.0	-0.3	8.9	0.9	30.1	24.4	2.8	-3.1	-8.7	6.9
CCC1=NN(C(=O)c2cccnc2)C(O)(C(F)(F)F)C1 (stereo not drawn)	18.0	0.6	12.8	-5.0	-7.6	-16.8	-1.5	-5.5	1.7	-1.9
Cc1cc(-c2nc(C)c(C(=O)NNS(=O)(=O)c3ccc(Cl)cc3Cl)s2)no1	33.4	-2.3	0.1	1.1	8.6	-45.1	2.6	16.9	13.3	-16.1
N#Cc1c(NC(=O)CCC(=O)O)sc2c1CCCC2	28.8	-6.4	-25.1	-2.1	-3.6	-20.0	0.7	-2.5	-7.7	-6.8
COc1ccc(NC(=O)C2CCC(CNS(=O)(=O)c3csc(C(N)=O)c3)CC2)cc1OC (stereo not drawn)	28.5	-0.2	-9.8	8.2	3.4	-18.5	1.1	0.3	-13.5	-0.6
Nc1nc(SCC(=O)Nc2cc(C(F)(F)F)ccc2Cl)[nH]c(=O)c1NC(=O)c1ccco1	4.6	0.3	-19.0	2.2	20.1	-9.6	-6.6	7.7	-4.4	-1.7
Cc1ccccc1-c1nnc(SCC(=O)Nc2ccc(Cl)cc2)n1N	11.5	-0.1	17.9	-1.0	5.0	-14.1	-1.6	13.1	9.1	4.3
CCCc1c(C(=O)N/N=C/c2cccs2)nnn1-c1nonc1N	-0.8	0.3	-2.8	1.8	-11.5	5.1	4.5	1.3	0.6	-0.6
C=CCOc1cccc(/C=N/NC(=O)CC(=O)NC2CCCCC2)c1	38.5	-0.7	18.3	-3.6	-14.9	-12.7	-2.6	-7.7	-0.5	-5.1
Cc1cccc(Oc2ccc(S(=O)(=O)N3CCCCC3)cc2N)c1	12.7	-1.0	0.1	3.0	5.0	-0.8	3.0	-2.1	-0.7	3.4
CC(C)N1CCN(Cc2cccc(-n3cccn3)c2)CC1CCO (stereo not drawn)	16.3	-0.1	10.6	-3.7	-4.0	4.0	2.9	-2.6	13.4	7.0
CCC(=O)n1nc(-c2ccc(Cl)cc2)nc1SC	-0.9	1.7	-103.6	1.3	15.5	-85.2	3.0	8.6	1.3	-3.1
O=[N+]([O-])c1ccc(NC(=S)N2CCc3ccccc3C2)cc1	-22.6	-0.5	-16.9	-2.5	-13.7	-20.9	-1.4	6.4	-1.0	-0.7

Given in markdown: part of the list above
| Molecule | AI-2 QS modul | HIF activator | aSyn UTR inh | HSP90 refold inh | HSF-1 act | KLF5 inh | IEC-6 tox | HSF1 inh | Platelet DG rel | HDAC3 inh |
| --- | --- | --- | --- | --- | --- | --- | --- | --- | --- | --- |
| Cn1cccc1/C=N/n1c(-c2ccco2)n[nH]c1=S | 26.5 | -0.3 | -27.9 | 1.9 | 5.7 | 2.7 | -0.1 | -5.2 | 0.7 | 6.4 |
| CCn1cc([N+](=O)[O-])c(C(=O)N2CCN(C(=O)c3ccco3)CC2)n1 | 6.4 | -2.2 | 6.6 | -0.6 | 1.8 | 3.6 | 2.7 | -9.1 | 5.9 | -2.6 |
| COc1ccc(NC(=O)C2CCC(CNS(=O)(=O)c3csc(C(N)=O)c3)CC2)cc1OC (stereo not drawn) | 28.5 | -0.2 | -9.8 | 8.2 | 3.4 | -18.5 | 1.1 | 0.3 | -13.5 | -0.6 |
| Cc1ccccc1-c1nnc(SCC(=O)Nc2ccc(Cl)cc2)n1N | 11.5 | -0.1 | 17.9 | -1.0 | 5.0 | -14.1 | -1.6 | 13.1 | 9.1 | 4.3 |

The listing continues:
SMILES	AI-2 QS modul	HIF activator	aSyn UTR inh	HSP90 refold inh	HSF-1 act	KLF5 inh	IEC-6 tox	HSF1 inh	Platelet DG rel	HDAC3 inh
CCC(=O)Nc1c(C)c(CC)nc2ccccc12	44.6	-0.2	9.3	1.8	-8.2	6.3	1.3	-4.6	1.0	0.2
Cc1cc2nc(-c3ccc(SCc4ccc(C#N)cc4)nc3)[nH]c2cc1C	-0.7	1.0	-104.6	4.4	.	-88.8	-1.1	.	-3.2	-4.3
COc1ccc(N(CC(=O)Nc2cc(C(=O)O)ccc2C)S(=O)(=O)c2c(C)noc2C)cc1	49.1	0.1	25.1	-1.4	-14.6	-24.4	0.1	-6.8	0.9	1.1
CCOC(=O)N1CCN(C(=O)/C(=C/c2ccc(Br)cc2)NC(=O)c2ccc(OC)cc2)CC1	27.5	-0.6	15.3	-4.5	-11.4	-19.6	-4.4	-12.5	-3.7	13.2
Cc1cc(C)c(NC(=O)CN2CCN3CCCC3C2)c(C)c1 (stereo not drawn)	6.2	-0.7	4.1	2.8	8.4	-13.9	-1.9	-7.8	-5.7	-0.4
COCCSc1ccccc1C(=O)NCc1ccco1	-0.2	0.3	7.1	4.2	0.5	-18.8	-1.7	-3.7	7.4	?
O=C(COC(=O)COc1ccc(Cl)cc1)NCCNC(=O)COC(=O)COc1ccc(Cl)cc1	24.3	-0.3	-6.2	.	-8.0	.	.	-0.3	7.7	.
CCOC(=O)C1(Cc2cccc(Cl)c2)CCCN(C(=O)CN2C(=O)CSC2=O)C1 (stereo not drawn)	14.4	1.2	-75.1	-0.1	11.8	-7.3	6.8	5.5	-6.6	-0.2
O=C(NCC(c1cccs1)N1CCOCC1)c1cc(=O)[nH]c2ccccc12 (stereo not drawn)	-12.3	-0.8	6.8	.	-19.1	.	.	-4.6	-2.3	0.1
CS(=O)(=O)N(CC(=O)N1CCc2ccccc2C1)c1cccc([N+](=O)[O-])c1	19.2	-1.6	11.8	0.4	27.2	7.8	2.2	14.3	-11.2	-3.2
CCC(CO)[n+]1c(C)cc(/C=C2\Sc3ccccc3N2Cc2ccccc2)cc1C (stereo not drawn)	.	.	.	-0.8	.	-28.4	4.5	.	.	26.3*
COc1ccc2c(c1)CCc1c(C(=O)N3CCCCCC3)noc1-2	7.0	2.8	-63.8	-0.1	28.1	-140.1	-0.6	14.0	8.9	3.8
NS(=O)(=O)c1ccc(NC(=S)N2CCN(c3ccc(Cl)c(Cl)c3)CC2)cc1	31.5	-0.8	39.7	-0.5	0.1	-8.0	9.4	3.8	1.0	.
O=C1CSC(=Nc2cccc(C(=O)O)c2)N1	9.8	0.0	-7.6	2.6	-8.0	-42.0	-4.6	4.7	-8.5	10.7
O=C(Cn1c(=O)oc2ccccc21)Nc1ccc(F)c(F)c1	8.2	1.2	-5.5	3.8	-3.8	-11.4	1.5	0.5	-4.8	-7.7
COc1cccc(OCC(=O)O/N=C(\N)c2ccncc2)c1	-76.1*	1.6	-90.0	0.5	-8.3	-48.4	0.2	5.9	3.2	1.1
COc1ccc(C(=O)c2oc3ccc(OC)cc3c2NC(C)=O)cc1	16.4	-0.3	-8.5	0.5	-1.9	-19.7	1.0	3.2	-2.9	.
Cc1cccnc1NC(=O)c1cccc(S(=O)(=O)N2CCCc3ccccc32)c1	25.6	0.4	29.9	-5.7	7.4	-18.6	-2.1	-3.5	4.3	-2.8
Cc1cc(=O)[nH]c(SCC2COC3(CCCCC3)O2)n1 (stereo not drawn)	39.2	-0.8	14.1	2.9	-10.8	-16.0	3.1	0.8	-7.0	-11.0
CN(C)CCCn1cnc2c1c(=O)[nH]c(=O)n2Cc1ccccc1	5.1	1.3	-10.6	0.3	2.4	-3.2	-0.7	-1.0	2.7	5.0
COC(CN(C)C(=O)c1ccc2c(c1)NC(=O)c1ccccc1S2)OC	25.5	0.2	9.4	0.7	0.6	-35.2	-0.6	1.3	2.1	-5.1
Cc1ccc(CNc2oc(COc3ccccc3Cl)nc2C#N)cc1	20.9	0.2	13.4	-1.0	4.5	-12.2	0.7	3.9	-22.2	14.4
CCCc1nc2sc3c(c2c(=O)n1NC(=O)c1ccco1)CC(C)(C)OC3	18.5	-0.1	3.6	-2.5	-0.3	0.9	1.7	-0.1	0.2	2.7
O=C(Cn1nnc(-c2cccs2)n1)NCc1cccs1	15.2	0.0	-5.3	3.6	0.9	-0.3	8.6	4.9	1.7	.
CC1CCC2(CC1)Nc1ccccc1C(=O)N2c1ccccc1 (stereo not drawn)	19.8	1.8	-104.7	0.6	0.1	-62.2	-1.3	12.7	-4.0	-19.9
Cn1c2ccccc2c2ncn(CCC3=CCCCC3)c(=O)c21	19.7	2.1	-157.9	6.4	61.0*	-62.0	8.6	36.5	6.7	-8.7
